# MITF act: MITF TRPM1 promoter activation in melanoma cells; SK-MEL-5 TRPM1-promoter luciferase, 24 h; % of positive control, neutral wells = 0; activation, % at 12.5 µM; 0.75% of 300,000 active;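 active = mean activation of at least 80% with every replicate also reaching 80%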;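 note: 0% = neutral control wells and 100% = parthenolide positive control wells; values of inactives mirror those of a sister screen read the other way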
# CAL PDZ FP-1: inhibitors of human CAL PDZ peptide binding. purified CAL PDZ, TMR-peptide fluorescence polarization, 1 h. inhibition, % at 24.9 µM. Q9HD26. AID 602252. 0.92% of 300,000 active;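 active = mean inhibition of at least 30% with at least half of replicates also reaching 30%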;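 note: 0% = DMSO neutral control and 100% = excess unlabeled competitor peptide PRC23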
# AddAB inh: less growth of phage-infected E. coli with AddAB; E. coli expressing H. pylori AddAB, absorbance growth; inhibition, % at 11.9 µM; 0.29% of 330,000 active; in the data active = inhibition above about 12%;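 note: 0% = vehicle wells of infected cells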
# Wnt bcat act: activates Wnt/beta-catenin signaling in a reporter cell assay | activator, plate reader | activation, % at 9.35 µM | 1.2% of 300,000 active; in the data active = activation above about 30%, passing the limit was not always enough;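 note: 0% = neutral control wells and 100% = positive control wells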
# CAL PDZ FP-2: inhibitors of human CAL PDZ peptide binding; purified CAL PDZ, TMR-peptide fluorescence polarization, 1 h; inhibition, % at 20 µM; 0.02% of 330,000 active; Q9HD26; AID 504414;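 active = highest replicate inhibition of at least 40%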;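 note: plate controls were DMSO neutral control wells for no effect and unlabeled competitor peptide control wells for full effect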
#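 System: purified tagged CAL PDZ domain construct (CerCALP). Schedule: 1 h incubation at room temperature before polarization reading. Medium: 25 mM sodium phosphate pH 7.4, 150 mM NaCl, TCEP, IgG, Thesit. Read-out: percent inhibition from loss of millipolarization. Measured by: FP readout, S and P plane fluorescence. Probe or stimulus: fluorescent TMR peptide probe.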
# SR-BI DiI inh: inhibitors of mouse SR-BI mediated HDL lipid uptake; ldlA[mSR-BI] CHO cells, DiI-HDL uptake fluorescence, 3 h; Q61009; inhibition, % at 12.5 µM; AID 488896; 0.96% of 320,000 active;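 active = mean replicate inhibition of at least 70% and a set share of replicates each scoring 70 or more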;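 note: 0% = median of neutral control wells and 100% = median of positive control wells; values of inactives mirror those of a sister screen read the other way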
# Target sequence (Q61009 whole entry, looked up): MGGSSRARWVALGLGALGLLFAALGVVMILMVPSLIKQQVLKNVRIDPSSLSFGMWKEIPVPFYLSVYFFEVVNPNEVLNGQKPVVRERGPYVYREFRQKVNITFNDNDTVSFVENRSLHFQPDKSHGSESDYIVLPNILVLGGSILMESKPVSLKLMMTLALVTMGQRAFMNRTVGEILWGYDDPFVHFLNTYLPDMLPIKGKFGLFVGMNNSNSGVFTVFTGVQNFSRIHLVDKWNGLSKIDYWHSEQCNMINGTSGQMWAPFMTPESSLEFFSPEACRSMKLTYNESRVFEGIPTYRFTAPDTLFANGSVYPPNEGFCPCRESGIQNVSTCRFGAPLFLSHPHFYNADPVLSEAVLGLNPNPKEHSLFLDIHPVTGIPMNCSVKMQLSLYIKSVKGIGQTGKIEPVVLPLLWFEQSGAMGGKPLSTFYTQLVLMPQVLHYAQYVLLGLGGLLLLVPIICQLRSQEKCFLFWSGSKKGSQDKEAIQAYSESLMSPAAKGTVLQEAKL
# SR-BI uptake up: activators of SR-BI mediated HDL lipid uptake | CHO ldlA[mSR-BI] cells, DiI-HDL uptake fluorescence, 3 h; 100 = double the neutral-control signal | activation, % at 12.5 µM | 0.096% of 320,000 active;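 active = mean replicate activation of at least 60% and every replicate at or above 60%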;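 note: 0% = median plate neutral-control signal and 100% = twice that signal; values of inactives mirror those of a sister screen read the other way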
#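 System: CHO ldlA[mSR-BI] cells / Medium: HEPES-buffered (25 mM, pH 7.4) F12 plus 0.5% BSA / Probe or stimulus: labelled HDL, 10 µg/mL / Doses: single compound concentration, delivered by pin transfer / Schedule: 3 h, 37 °C / Measured by: DiI fluorescence, bottom read / Measure: cell-associated DiI fluorescence as measure of HDL uptake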
# E coli growth: counter-screen for AddAB inhibitors: E. coli growth inhibition; inhibition, % at 11.9 µM; 0.27% of 330,000 active; E. coli V3065 growth, OD600 absorbance, 18 h;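 active = inhibition above the campaign's mean inhibition across all tested compounds plus 3 SD, cut at about 9.9% in these data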;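 note: uninfected addAB+ strain grown without phage in ampicillin broth; 0% = DMSO wells and 100% = ciprofloxacin 0.95 µg/ml wells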
# Tat transport: E. coli Tat transport inhibition | E. coli MC4100 TorA-mCherry Tat export, fluorescence | AID 488895 | 0.036% of 340,000 active | inhibition, % at 10 µM;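 active = mean replicate inhibition at least 50% and at least half of replicates individually reaching 50%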;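 note: exported cargo escapes ClpAP degradation while cytoplasmic cargo is degraded and loses fluorescence; 0% = median of neutral control wells and 100% = median of NaSCN control wells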
# phage Ecoli inh: E. coli growth loss with phage present. growth absorbance. inhibition, % at 11.9 µM. AID 651602. 0.26% of 360,000 active; in the data active = inhibition above about 11%
# Numbers without * were called inactive; . = no result given.
SMILES,MITF act,CAL PDZ FP-1,AddAB inh,Wnt bcat act,CAL PDZ FP-2,SR-BI DiI inh,SR-BI uptake up,E coli growth,Tat transport,phage Ecoli inh
CCN(CC)CCn1c(NC(=O)c2ccccc2O)nc2ccccc21,.,.,-2.5,1,-3.0,6,-6,-3.0,-1,-3.3
O=C(COC(=O)CCC(=O)c1cccs1)Nc1cc(S(=O)(=O)N2CCOCC2)ccc1Cl,.,-3,-0.3,-2,-0.6,-5,5,-2.4,-5,3.9
N#Cc1cccc(S(=O)(=O)NCC(=O)NCCCc2ccccc2)c1,-3,.,3.8,-2,0.2,-6,6,1.3,8,-2.0
CCC1CN(C(=O)NCc2cccc(OC)c2)c2ccccc2O1 (stereo not drawn),-3,-4,.,3,-2.4,42,-42,.,-2,-0.4
CCCCNC(=O)CCc1c(C)nc2c(c(C)nn2-c2ccccc2)c1C,-6,-3,.,0,-1.1,28,-28,.,-3,0.7
COc1cc(/C=C(\C#N)c2nc3ccc(C)cc3[nH]2)c([N+](=O)[O-])cc1OC,18,-2,0.4,0,-2.7,48,-48,0.9,-3,0.5
COc1cc(OC)cc(-c2nc3ccccc3c(=O)n2NC(=O)c2cccnc2Cl)c1,0,-3,0.3,-1,-2.6,-6,6,-0.8,-4,1.9
CCS(=O)(=O)CCSc1nc(C)cc(C)c1C#N,-6,-5,0.6,-2,-3.5,10,-10,-0.6,6,2.2
CN(C(=O)CSc1nnc(-c2ccncc2)n1Cc1ccccc1)C1CCS(=O)(=O)C1 (stereo not drawn),7,5,1.2,.,0.3,-36,36,0.6,-4,.
COc1ccccc1NC(=S)NC(C)C(c1cccs1)N1CCOCC1 (stereo not drawn),-2,-4,1.3,2,0.3,-17,17,1.5,7,-1.2
CCc1cc2c(N=Nc3c(O)[nH]c4ccccc34)ncnc2s1,-13,-5,2.6,.,-0.3,-2,2,1.6,3,4.5
O=c1[nH]c2c(Br)cnc([N+](=O)[O-])c2[nH]1,-9,0,-1.4,-2,-1.5,.,.,-0.7,0,3.3
O=C(CN1C(=O)COc2ccccc21)NCCC1=CCCCC1,0,-1,0.9,-5,-2.4,6,-6,0.1,3,2.5
CCC(C(=O)NC1CCCCC1)n1c(SCc2ccccc2F)nc2ccncc21 (stereo not drawn),.,.,-1.1,2,-2.2,10,-10,1.0,5,3.0
COc1ccc(NC(=O)CNC(=O)Cn2cnc3sc4c(c3c2=O)CCCC4)cc1OC,-20,-1,1.4,-2,-1.2,-18,18,-2.3,-7,-0.5
O=C1c2cccc([N+](=O)[O-])c2C(=O)N1CCO,-8,0,1.0,-3,0.4,-13,13,-2.1,1,3.0
CCOC(=O)c1cc2c(ccn2C)n1CC(=O)N1CCN(c2ccccc2)CC1,-7,-2,-0.3,.,-1.8,-26,26,-1.4,-5,1.5
CN(C(=O)CSCC(=O)Nc1ccc(Cl)cc1)C1CCCCC1,11,-7,-0.4,-3,-0.9,-7,7,-0.3,0,1.2
O=C(CC(=O)N/N=C/c1ccc(C(=O)O)cc1)NCCc1ccccc1,.,-4,2.3,1,-0.9,-3,3,-1.9,-9,1.3
Cc1[nH]c2ccccc2c1C(C#N)(C#N)C1C(=O)c2ccccc2C1=O,-42,-3,-0.3,0,-2.0,13,-13,-3.3,-6,4.1
Cc1ccc(C)n1-c1ccc(C(=O)N2CCOCC2)cc1,-4,3,2.7,-2,-1.2,-39,39,0.0,-8,3.0
Cc1cccc(OCc2nnc(SCC(=O)O)n2-c2ccccc2)c1,.,-6,1.5,-1,-0.7,3,-3,-1.2,-3,-0.4
COc1ccc(NC(=O)CSc2nncc3ccccc23)cc1,-6,.,3.0,1,-0.8,-4,4,1.6,-3,3.0
O=C(O)CSc1c(-c2cccs2)[nH]c2ccccc12,-12,-3,1.3,3,-1.8,-21,21,-0.9,-2,3.2
CCOC(=O)c1c(NC(=S)NCc2ccccc2)sc2c1CCN(C(=O)OCC)C2,.,-1,-0.1,1,0.5,43,-43,-6.4,2,1.1
N#CCC(=O)N/N=C/c1ccc(Cl)cc1,9,-3,-0.1,0,-0.9,-8,8,-0.2,2,-0.4
CNS(=O)(=O)c1ccc(CCC(=O)N2CCN(c3ccccc3OC)CC2)cc1,.,-5,-2.6,-2,0.0,-1,1,-1.2,3,0.9
Cc1cccc(C)c1NC(=O)CN(C)C(=O)C1CCCCC1,-3,-1,-0.5,-2,0.1,-9,9,1.2,-5,-1.4
CCOC(=O)N1CCN(Cc2nc(CC3CC3)no2)CC1,24,4,0.7,11,-0.3,-9,9,-0.9,-3,4.5
Cc1csc(N(C(=O)c2cccc(S(=O)(=O)N3CCCC3)c2)c2ccccc2)n1,-6,-5,-0.3,.,-2.0,-12,12,1.0,-2,1.0
CC1CCc2ccccc2N1C(N)=Nc1ccccc1 (stereo not drawn),-20,0,2.4,2,-7.8,-13,13,4.0,10,4.7
CN(C[C@H](Cc1ccccc1)N(C[C@H](Cc1ccccc1)N(CCC(C)(C)C)N=O)N=O)N=O,4,9,2.2,-6,-0.7,-5,5,-0.2,2,1.1
O=S(=O)(c1cccc(Cl)c1)N1CCSc2ccccc21,.,-3,3.8,1,-1.0,18,-18,-1.7,0,8.5
CC(=O)CCC(=O)N1CCCC(CNC(=O)c2ccc(-c3ccccc3)cc2)C1 (stereo not drawn),26,-4,0.6,10,-3.7,.,.,-1.0,-4,-2.9
CCc1ccc2nc(NC(=O)C3CCN(c4ncnc5sc(C)c(C)c45)CC3)sc2c1,20,28,0.2,22,-0.3,26,-26,-0.9,-2,2.2
COCC(=O)N/N=C(\C)CC(=O)NCc1ccco1,-14,-1,-1.3,-1,-0.4,-30,30,-2.6,-3,3.1
COc1ccc(-n2c(=O)c3c4c(sc3n(CC(N)=O)c2=O)CCCCC4)cc1,-2,-5,0.7,-2,0.8,-16,16,3.7,-4,1.3
CCc1ccc(S(=O)(=O)NC(=S)NC2CCCCC2)cc1,-10,2,1.9,-1,-1.2,2,-2,-0.2,13,0.8
O=C(CSc1ccccc1)NCCc1ccccc1,44,.,1.8,6,0.0,5,-5,0.8,2,1.6
CN(C)CCCN1C(=O)c2cccc3c(Br)ccc(c23)C1=O,-7,-3,1.5,1,-2.6,-26,26,1.8,-1,1.3
CCCN1C(=O)/C(=C/c2c(NCCCOC(C)C)nc3c(C)cccn3c2=O)SC1=S,2,3,3.5,-3,-0.3,0,0,0.5,-5,.
Cc1cc2ncn(S(=O)(=O)N(C)C)c2cc1C,.,-2,0.8,.,0.1,-30,30,-2.3,-6,2.2
CC(C)CNS(=O)(=O)c1ccc(CCC(=O)N2CCN(c3ccc(F)cc3)CC2)cc1,-10,0,-0.4,-1,-0.2,-4,4,0.7,13,3.9
O=C(Cn1c(=O)c2ccccc2n(CC(=O)N2CCCCC2)c1=O)N1CCCCC1,8,14,-0.2,5,-2.8,-20,20,1.9,-6,0.9
Cc1nn2c(c1-c1ccccc1)N=C(c1ccco1)CC2c1ccccc1 (stereo not drawn),.,-3,3.0,3,-0.7,7,-7,1.4,6,0.5
Cc1ccc(NC2=C(Cl)C(=O)OC2OC(=O)c2ccco2)c(C)c1 (stereo not drawn),.,-4,2.1,0,-1.2,-32,32,1.2,-7,-0.9
CCC(C(=O)NC1CCCCC1)n1c(SCc2cccc(C)c2)nc2ccncc21 (stereo not drawn),.,-4,-0.9,4,-1.3,10,-10,-1.1,2,1.6
CC(NCc1ccccc1)c1ccccc1O (stereo not drawn),10,.,-1.1,-2,-0.7,-18,18,-1.7,5,3.7
O=C1c2ccccc2C(Nc2cccnc2)N1Cc1ccccc1Cl (stereo not drawn),.,.,-0.3,4,-1.5,-2,2,0.1,-6,1.1
COc1ccc(N=C2SC(CC(=O)Nc3ccccc3)C(=O)N2CCc2ccccn2)cc1 (stereo not drawn),6,0,2.4,.,-1.7,0,0,0.9,-4,1.7

# Entries above that contain two or more sulfur atoms (11):
SMILES,MITF act,CAL PDZ FP-1,AddAB inh,Wnt bcat act,CAL PDZ FP-2,SR-BI DiI inh,SR-BI uptake up,E coli growth,Tat transport,phage Ecoli inh
O=C(COC(=O)CCC(=O)c1cccs1)Nc1cc(S(=O)(=O)N2CCOCC2)ccc1Cl,.,-3,-0.3,-2,-0.6,-5,5,-2.4,-5,3.9
CCS(=O)(=O)CCSc1nc(C)cc(C)c1C#N,-6,-5,0.6,-2,-3.5,10,-10,-0.6,6,2.2
CN(C(=O)CSc1nnc(-c2ccncc2)n1Cc1ccccc1)C1CCS(=O)(=O)C1 (stereo not drawn),7,5,1.2,.,0.3,-36,36,0.6,-4,.
COc1ccccc1NC(=S)NC(C)C(c1cccs1)N1CCOCC1 (stereo not drawn),-2,-4,1.3,2,0.3,-17,17,1.5,7,-1.2
O=C(O)CSc1c(-c2cccs2)[nH]c2ccccc12,-12,-3,1.3,3,-1.8,-21,21,-0.9,-2,3.2
CCOC(=O)c1c(NC(=S)NCc2ccccc2)sc2c1CCN(C(=O)OCC)C2,.,-1,-0.1,1,0.5,43,-43,-6.4,2,1.1
Cc1csc(N(C(=O)c2cccc(S(=O)(=O)N3CCCC3)c2)c2ccccc2)n1,-6,-5,-0.3,.,-2.0,-12,12,1.0,-2,1.0
O=S(=O)(c1cccc(Cl)c1)N1CCSc2ccccc21,.,-3,3.8,1,-1.0,18,-18,-1.7,0,8.5
CCc1ccc2nc(NC(=O)C3CCN(c4ncnc5sc(C)c(C)c45)CC3)sc2c1,20,28,0.2,22,-0.3,26,-26,-0.9,-2,2.2
CCc1ccc(S(=O)(=O)NC(=S)NC2CCCCC2)cc1,-10,2,1.9,-1,-1.2,2,-2,-0.2,13,0.8
CCCN1C(=O)/C(=C/c2c(NCCCOC(C)C)nc3c(C)cccn3c2=O)SC1=S,2,3,3.5,-3,-0.3,0,0,0.5,-5,.
